# Compound activity from PubChem BioAssay.
# PMK inhibit: inhibitors of Streptococcus pneumoniae phosphomevalonate kinase; purified PMK, PK/LDH-coupled NADH absorbance 340 nm; inhibition, % at 10 µM; 65,000 tested, 0.49% active; AID 539;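 active = top-ranked compounds by inhibition in the single 10 µM screen, taking a fixed number of the strongest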;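 also: 0% = full reaction with DMSO carrier and 100% = background rate without enzyme reaction; no value below 0 was filed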
# LYP phosphatase: LYP phosphatase inhibitors, primary screen, biochemical, DiFMUP fluorescence, recombinant catalytic domain, 10 µM (AID 606) | recombinant LYP catalytic domain, DiFMUP fluorescence; higher % means a stronger effect | one-dose inhibition, % at 10 µM; IC50 in µM for titrated hits | 52,000 tested, under 10 active;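 active = IC50 under 40 µM in the dose-response test; inactive = IC50 of 40 µM or more, or never dose-tested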
# MK inhibit: blocks S. pneumoniae mevalonate kinase; purified MK, PK/LDH-coupled NADH absorbance 340 nm; inhibition, % at 10 µM; 65,000 tested, 0.48% active;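 active = ranked among the strongest by inhibition in the single 10 µM screen, a fixed top-ranked set picked for dose follow-up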; also: no value below 0 was filed
# Alkaline phosphatase: human TNAP enzyme inhibitors, biochemical, luminescent (AID 518) | purified TNAP enzyme, luminescent substrate readout; higher % means a stronger effect | inhibition, % at 20 µM; hits with a dose series show IC50 in µM | 64,000 tested, 0.09% active; in the data active = a potency from the dose series; inactive = the rest, 99 in 100 with inhibition below about 22%;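 also: plate controls were vehicle for no effect and reference inhibitor for full effect; many of its hits are not listed in these tables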
# HPDE-C7 viability: cytotoxicity in HPDE-C7 cells, cell-based, fluorescence, HTS (AID 430); HPDE-C7 pancreatic duct cells viability, fluorescence; higher % means a stronger effect; one-dose cytotoxicity, % at 10 µM; EC50 in µM for titrated hits; 63,000 tested, 1.8% active;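 also: cells exposed to compound for 48 hours before viability readout; 0% = vehicle and 100% = reference cytotoxic drug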
# Bfl-1 inhibitors: Bfl-1 inhibitors, primary screen, biochemical, fluorescence polarization, FITC-Bid, mouse (AID 432) | FITC-Bid BH3 peptide fluorescence polarization displacement; higher % means a stronger effect | displacement, % at 20 µM; hits with a dose series show IC50 in µM | 64,000 tested, 0.02% active; in the data active = a potency from the dose series; inactive = the rest, 99 in 100 with displacement below about 15%; also: strong numbers were not always called active
# DPM-DC inhibit: blocks S. pneumoniae diphosphomevalonate decarboxylase; AID 556; calls only at 10 µM; 65,000 tested, 0.49% active; purified DPM-DC, PK/LDH coupled NADH fluorescence;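 active = the 320 compounds with the highest percent inhibition in the single-dose primary screen, excluding strongly autofluorescent ones, cut at about 32% in these data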;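 also: kinetic rate of NADH fluorescence loss reporting ADP formed by the decarboxylase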
# HT1080 cytotoxicity: cytotoxicity in HT1080 fibrosarcoma cells, cell-based, fluorescence readout (AID 620); one-dose cytotoxicity, % at 10 µM; EC50 in µM for titrated hits; HT1080 viability, fluorescence; higher % means a stronger effect; 87,000 tested, 0.42% active;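 also: cells exposed to compound overnight then 4 h with Alamar Blue; 0% = vehicle DMSO and 100% = killing control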
# KRASV12 cytotoxicity: cytotoxicity in KRAS-transformed pancreatic duct cells, primary screen, cell-based, fluorescence, HTS (AID 431); 63,000 tested, 1.7% active; HPDE-C7K KRASV12 cells, Alamar Blue viability, 48 h; higher % means a stronger effect; cytotoxicity, % at 10 µM, or EC50 in µM where a hit was titrated;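 active = compounds whose percent cytotoxicity in the single-dose primary screen, scaled between solvent and toxic-drug controls, exceeds 50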;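 also: 0% = DMSO solvent wells and 100% = doxorubicin-treated wells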
# PMK inhibit pilot replicates: recorded beside PMK inhibit, whose call it bears; inhibition, %; measured here: pilot screen replicates
# MK inhibit pilot replicates: second read-out of MK inhibit, no call of its own (marks repeat the call); inhibition, %; measured here: pilot screen replicates
# DPM-DC inhibit pilot screen %: also measured in DPM-DC inhibit; calls as there; inhibition, %; measured here: pilot screen trials
# An asterisk follows results filed as active; i = inactive; x = no result given; + = active, no number. Rule as the data show it, unless noted: active = cytotoxicity above about 50%; inactive = the rest.
SMILES,PMK inhibit,LYP phosphatase,MK inhibit,Alkaline phosphatase,HPDE-C7 viability,Bfl-1 inhibitors,DPM-DC inhibit,HT1080 cytotoxicity,KRASV12 cytotoxicity,others
CCCn1c(NC(=O)c2ccc(C)cc2)nc2ccccc21,0.0,-5.7%,0.0,14.2%,-34.1%,16.4%,i,0.1%,-46.1%,
N=c1oc2ccc3ccccc3c2cc1-c1nnc2n1CCCCC2,13.0,-2.6%,4.0,-1.5%,-4.6%,-4.6%,x,29.9%,3.4%,
Cc1ccc(S(=O)(=O)N2CCC(C(=O)N[C@@H](C)C(=O)NCc3ccccc3)CC2)cc1,0.0,-3.8%,13.0,-1.0%,-21.0%,-2.1%,i,0.3%,-20.8%,
CCc1c(C)n([O-])c2c([n+]1=O)CCC2,13.0,-0.2%,6.0,15.8%,-16.4%,-6.5%,i,3.7%,1.7%,PMK inhibit pilot replicates=7.5;MK inhibit pilot replicates=0.0;DPM-DC inhibit pilot screen %=6.5
COc1ccc(Cl)cc1N1C(=O)C2CCCN2C1c1sccc1C (stereo not drawn),11.0,8.1%,1.0,8.3%,x,-7.8%,i,-11.3%,x,
O=C(N1CCOCC1)N1CCN(c2ccccn2)CC1,0.0,-10.1%,9.0,3.7%,-15.7%,-0.8%,i,6.2%,-19.2%,
Clc1ccc(Cn2c(CN3CCCC3)nc3ccccc32)cc1,7.0,x,6.0,6.3%,-30.9%,-4.0%,i,x,-9.6%,PMK inhibit pilot replicates=3.0;MK inhibit pilot replicates=4.0;DPM-DC inhibit pilot screen %=3.5
CCn1c(SCC(=O)Nc2ccc3c(c2)OCO3)nc2c(c1=O)SC(C)C2 (stereo not drawn),3.0,6.6%,0.0,20.0%,15.4%,-9.3%,i,8.1%,16.4%,PMK inhibit pilot replicates=0.5;MK inhibit pilot replicates=2.5;DPM-DC inhibit pilot screen %=4.0
COc1ccc(C(=O)Nc2cccc(C(C)=O)c2)cc1S(=O)(=O)N1CCOCC1,11.0,10.7%,2.0,13.4%,-18.5%,-1.1%,i,-0.7%,-20.8%,
CCOC(=O)C1CCN(C(=O)COc2ccc(N(C)S(=O)(=O)c3cccs3)cc2)CC1,7.0,4.7%,0.0,5.8%,-20.2%,-2.6%,i,-4.4%,-18.5%,
c1cc(-c2noc(CCC3CCCC3)n2)ccn1,5.0,-1.3%,4.0,1.5%,-20.8%,3.7%,i,6.4%,-16.6%,
Cc1nn(C)c(C)c1S(=O)(=O)N(CC(=O)Nc1ccc2c(c1)OCO2)c1ccc(C(C)C)cc1,11.0,-0.7%,4.0,8.7%,-5.2%,1.7%,i,3.1%,9.1%,
CC1(C)CN=C(N2CCN(c3ncnc4sc5c(c34)CCCC5)CC2)S1,0.0,11.7%,6.0,14.5%,10.5%,-0.9%,i,1.3%,-8.8%,PMK inhibit pilot replicates=3.0;MK inhibit pilot replicates=1.0;DPM-DC inhibit pilot screen %=0.0
CCC(C#CCN1CCOCC1)(CC)OCCC#N,10.0,12.5%,7.0,4.3%,x,-4.8%,i,0.6%,x,
COC(=O)c1sccc1NC(=O)c1ccco1,10.0,x,0.0,10.6%,-10.7%,1.1%,i,-0.4%,-12.8%,PMK inhibit pilot replicates=2.5;MK inhibit pilot replicates=0.0;DPM-DC inhibit pilot screen %=2.0
O=C(CN1C(=O)COc2ccccc21)N(Cc1cccnc1)Cc1ccccc1F,15.0,5.6%,0.0,5.5%,-12.1%,-9.0%,i,-7.8%,-21.7%,PMK inhibit pilot replicates=1.0;MK inhibit pilot replicates=0.0;DPM-DC inhibit pilot screen %=0.0
CN(C)Cc1cc(CCNC(=O)c2ccc(Cl)cc2)ccc1O,7.0,15.1%,3.0,7.6%,-46.8%,-3.2%,i,-2.9%,-21.7%,
COCCN(C(=O)C1CC1)c1nnc(-c2cccc(C)c2)s1,3.0,x,6.0,0.4%,-16.5%,-1.4%,i,29.2%,-7.7%,
CC(C)Oc1ccc(-c2cc(=O)[nH]c(=O)[nH]2)cc1,2.0,-6.0%,7.0,5.8%,6.5%,5.4%,i,x,-0.9%,
CCOC(=O)Cc1csc(SCC(=O)Nc2cccc(C#N)c2)n1,21.0,17.4%,6.0,6.8%,-5.8%,-9.6%,i,-10.5%,-4.8%,
Cc1ccc(C(c2nnnn2CCc2ccccc2)N2CCSCC2)cc1 (stereo not drawn),2.0,4.5%,1.0,6.4%,-17.3%,0.8%,i,-7.1%,-13.2%,
O=C(NCCC1=CCCCC1)C1CCCN(S(=O)(=O)c2ccc(F)cc2)C1 (stereo not drawn),5.0,12.5%,6.0,5.2%,-11.7%,-2.5%,i,-0.9%,-2.8%,
CCN1CCN(c2ncnc3c2sc2nc(N4CCOCC4)c4c(c23)CCC4)CC1,0.0,-3.4%,14.0,1.1%,-19.1%,-0.1%,i,9.9%,-18.4%,
CC(C)NC(=O)c1ccc(CS(=O)(=O)c2ccc(Br)cc2)o1,6.0,10.2%,1.0,10.0%,-5.6%,-4.6%,i,-6.1%,-8.1%,
COc1cccc(C2C(C(=O)c3ccco3)=C(O)C(=O)N2CCCN2CCOCC2)c1OC (stereo not drawn),4.0,-3.8%,6.0,9.7%,-2.7%,4.2%,i,-1.0%,10.9%,
O=c1c2cnn(-c3ccc(F)cc3)c2ncn1Cc1cccnc1,22.0,10.2%,6.0,6.9%,-27.1%,-6.8%,i,-5.2%,-7.0%,
CCCC(=O)Nc1ccc(OCC(=O)OC)cc1,9.0,17.0%,3.0,6.3%,-29.0%,-0.3%,i,1.7%,-1.2%,PMK inhibit pilot replicates=0.0;MK inhibit pilot replicates=0.5;DPM-DC inhibit pilot screen %=0.0
O=C(Cc1ccccc1)NC(NCCCN1CCOCC1)(C(F)(F)F)C(F)(F)F,12.0,x,8.0,11.5%,x,-12.0%,i,-6.7%,x,
O=C(NC1CCc2ccccc21)C1CCN(S(=O)(=O)c2ccc(-n3cnnn3)cc2)CC1 (stereo not drawn),13.0,4.7%,8.0,11.5%,-11.0%,2.0%,i,0.2%,-12.0%,PMK inhibit pilot replicates=0.0;MK inhibit pilot replicates=6.0;DPM-DC inhibit pilot screen %=0.0
COc1ccc(S(=O)(=O)NCCC(=O)NC(C)c2ccccc2)cc1 (stereo not drawn),10.0,2.4%,0.0,2.3%,-13.9%,0.7%,i,6.3%,0.1%,
COc1cc(CNc2ccc(N3CCOCC3)c(C(=O)O)c2)ccc1OCC(N)=O,2.0,-8.6%,6.0,8.3%,-7.6%,-2.8%,+,8.1%,2.6%,PMK inhibit pilot replicates=1.5;MK inhibit pilot replicates=0.0;DPM-DC inhibit pilot screen %=25.0*
CN(C)c1ccc(C(=O)OCC(=O)NC2CCCCC2)cc1,6.0,7.5%,12.0,9.3%,-3.1%,-4.0%,i,-12.0%,-2.2%,PMK inhibit pilot replicates=1.5;MK inhibit pilot replicates=4.0;DPM-DC inhibit pilot screen %=4.5
O=S(=O)(c1ccc(-n2cnnn2)cc1)N(C1CCCCC1)C1CCCCC1,14.0,x,8.0,11.9%,-1.7%,2.2%,i,-1.7%,10.4%,
Cn1c(C(=O)N2CCN(Cc3ccc4c(c3)OCO4)CC2)cc2sccc21,15.0,x,10.0,11.8%,6.3%,-6.6%,i,-4.4%,16.1%,
COc1ccc(-c2nnc(SCC(=O)Nc3ccccc3)n2C)cc1,12.0,8.7%,1.0,17.2%,3.9%,4.2%,i,-5.6%,-0.5%,
CC1(N2CCOCC2)CC2(O)C(=[N+]1[O-])CCc1c2no[n+]1[O-] (stereo not drawn),0.0,x,1.0,-2.3%,60.2%*,6.4%,i,3.6%,58.3%*,
Cc1cc2nc(C)n(CCCNC(=O)Nc3ccc(C#N)cc3)c2cc1C,14.0,7.8%,4.0,-30.4%,0.6%,0.1%,i,-0.9%,-3.3%,
CCOC(=O)N1CCN(C(=O)c2c(O)c3cccc4c3n(c2=O)CC4)CC1,5.0,12.1%,4.0,7.9%,-0.5%,-4.3%,i,0.1%,-3.0%,
O/N=C1\CC2(Cc3nonc31)OCCO2,1.0,2.8%,9.0,11.2%,0.1%,2.9%,i,-1.3%,-2.1%,
COc1ccccc1N1CCN(C(CNS(=O)(=O)c2ccc(C)cc2)c2cccnc2)CC1 (stereo not drawn),20.0,x,3.0,0.5%,-0.5%,-32.0%,i,x,-12.0%,
COc1cccc(C(=O)NCCn2ccc3ccccc32)c1,11.0,-3.8%,2.0,20.5%,-9.8%,0.1%,i,-5.8%,-4.2%,
COc1ccc(S(=O)(=O)Nc2nc(C(F)(F)F)cs2)cc1,7.0,0.6%,0.0,10.1%,-2.3%,-13.0%,i,3.8%,-3.5%,
Cc1ccc(Nc2c3c(nc4ncnn24)CCC3)cc1,15.0,9.4%,3.0,3.0%,-7.1%,-5.4%,i,6.8%,-11.3%,
COc1ccc(C(=O)n2nc(-c3ccc(Cl)cc3)nc2N)cc1OC,0.0,-4.9%,6.0,13.8%,34.3%,4.3%,i,1.0%,13.2%,
COc1ccccc1NC(=O)CSc1ncn[nH]1,5.0,14.4%,3.0,11.9%,x,-4.8%,i,8.3%,x,
CCn1c(CNc2ccccc2Cl)nnc1SCC(=O)NCc1ccccc1,2.0,1.8%,11.0,9.7%,-11.7%,-6.8%,i,-17.7%,-2.4%,
COC(=O)c1cc(S(=O)(=O)N2CCOCC2)ccc1Sc1ccccc1N,13.0,-9.4%,7.0,10.1%,-13.0%,-10.3%,i,1.8%,3.4%,
CC(C)(C)NC(=O)Cn1c(SCC(=O)NC2CCCCC2)nc2ccccc21,17.0,17.7%,11.0,10.3%,-2.1%,-5.9%,i,-12.2%,-9.7%,
CCOc1ccc(OCC)c(Nc2cc(C)nc3ncnn23)c1,9.0,-4.3%,12.0,-9.0%,-1.1%,-3.2%,i,-1.8%,-1.2%,
CCOc1ccc(NC(=O)CSc2nnc(Cc3cccn3C)n2-c2ccc(F)cc2)cc1,8.0,4.0%,9.0,-0.3%,-17.9%,-2.7%,i,-0.3%,-8.0%,
O=c1[nH]c(SCCOc2ccccc2)nc2ccccc12,5.0,-4.2%,12.0,11.2%,-6.0%,-1.9%,i,-2.0%,0.8%,
Cn1c(=O)c2c(nc(CN3CCOCC3)n2Cc2ccccc2)n(C)c1=O,9.0,2.4%,7.0,x,x,x,i,0.4%,x,
CCC(C)(C(=O)NC1CCCC1)N(C(=O)c1ccccn1)c1ccccc1 (stereo not drawn),2.0,14.0%,7.0,5.5%,-2.8%,3.4%,i,-3.2%,-11.8%,

# For reference, two of the compounds above.
SMILES,PMK inhibit,LYP phosphatase,MK inhibit,Alkaline phosphatase,HPDE-C7 viability,Bfl-1 inhibitors,DPM-DC inhibit,HT1080 cytotoxicity,KRASV12 cytotoxicity,others
COc1cccc(C(=O)NCCn2ccc3ccccc32)c1,11.0,-3.8%,2.0,20.5%,-9.8%,0.1%,i,-5.8%,-4.2%,
COc1ccc(S(=O)(=O)Nc2nc(C(F)(F)F)cs2)cc1,7.0,0.6%,0.0,10.1%,-2.3%,-13.0%,i,3.8%,-3.5%,
